RSV CPE inhibition = RSV antiviral activity via CPE protection, HEp-2 cells, primary 10 µM value included (AID 2391); CPE inhibition, % at 10 µM; hits with a dose series show IC50 in µM; HEp-2 cells, RSV-induced CPE inhibition; higher % means a stronger effect; 0.13% of 310,000 active; in the data active means a potency from the dose series; inconclusive means CPE inhibition mostly from about 23% at the one dose, without a potency; inactive means the rest, 99 in 100 with CPE inhibition below about 21%; further: strong numbers were not always called active
SV40 large T antigen = TAg ATPase/helicase activity blockers – biochemical (AID 1903); SV40 large T antigen ATPase/helicase inhibition assay; higher % means a stronger effect; one-dose inhibition, % at 20 µM; IC50 in µM for titrated hits; 0.39% of 310,000 active; in the data active means a potency from the dose series; inconclusive means inhibition mostly from about 32% at the one dose, without a potency; inactive means the rest, 99 in 100 with inhibition below about 32%; further: strong numbers were not always called active
K1F lysis inhibition = inhibition of K1F phage lysis, E. coli UTI89, bacterial capsule biogenesis inhibitors, alamar blue (AID 488966); E. coli UTI89 K1F phage lysis, alamar blue, 2 h; higher % means a stronger effect; one-dose inhibition, % at 100 µM; IC50 in µM for titrated hits; 0.02% of 340,000 active;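 active means phage lysis inhibition, versus mean bacterial control, above a set limit; inconclusive means no clear call, values can overlap the other calls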;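 further: capsule biogenesis inhibitors block K1F phage lysis so surviving cells raise fluorescence; higher fluorescence means more inhibition of phage lysis; actives were called in the ten point dose series up to 300 µM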
NTR1 ag = NTR1-driven beta-arrestin-GFP spot formation – imaging, U2OS cells, high content, primary screen (AID 493036); agonist mode; P30989; 0.17% of 330,000 active; activation, % at 20 µM;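 active means activation at or above 40% of the spot to cytoplasm intensity ratio, with at least 20 cells analyzed; inconclusive means wells under 20 cells, flagged as cytotoxic or low count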;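 further: 0% = DMSO without peptide and 100% = 100 nM NTR1 peptide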
Target sequence (P30989 whole entry, looked up): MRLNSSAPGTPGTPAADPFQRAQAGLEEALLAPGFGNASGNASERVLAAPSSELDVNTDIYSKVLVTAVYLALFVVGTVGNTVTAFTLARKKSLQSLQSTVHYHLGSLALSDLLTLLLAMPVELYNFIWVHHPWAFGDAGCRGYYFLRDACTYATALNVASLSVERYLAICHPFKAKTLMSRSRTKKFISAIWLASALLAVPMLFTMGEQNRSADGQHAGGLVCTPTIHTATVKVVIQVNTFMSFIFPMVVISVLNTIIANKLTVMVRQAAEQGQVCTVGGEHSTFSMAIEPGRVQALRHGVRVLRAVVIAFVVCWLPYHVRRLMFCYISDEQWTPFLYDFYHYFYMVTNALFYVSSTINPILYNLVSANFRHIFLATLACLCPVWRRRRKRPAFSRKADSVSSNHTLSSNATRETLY
Siah-1 displacement = blockers of Siah-1 interaction with plectin peptide – biochemical, fluorescence polarization, rhodamine-plectin, uHTS, primary screen (AID 1817); Siah-1 / rhodamine-plectin peptide fluorescence polarization; higher % means a stronger effect; displacement, % at 20 µM, or IC50 in µM where a hit was titrated; 0.02% of 290,000 active;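 active means displacement of at least 50% at 20 µM, with a fluorescence ratio check between 0.3 and a set limit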;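 further: plate controls were Siah plus tracer with DMSO for no effect and tracer alone without Siah for full effect; strong numbers were not always called active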
AID2073 = inhibitors of Mint1-CaV2.2 protein interaction, biochemical, HTRF (AID 2073). 0.19% of 290,000 active. HTRF protein-protein interaction, Mint1-CaV2.2; higher % means a stronger effect. one-dose inhibition, % at 20 µM; IC50 in µM for titrated hits; in the data active means inhibition mostly above about 51%, no sharp cut-off; inconclusive means no clear call, values can overlap the other calls; inactive means mostly below about 53%; further: some results filed as inactive read as strong as hits
Dengue-2 NS5 capping = flavivirus cap methylation enzyme inhibition – biochemical, confirmation dose response, primary screen (AID 588689); 0.3% of 340,000 active; one-dose inhibition, % at 25 µM; IC50 in µM for titrated hits; Dengue-2 NS5 methyltransferase capping enzyme assay, biochemical; higher % means a stronger effect; in the data active means a potency from the dose series; inconclusive means inhibition above about 29% without an active follow-up result
Rac1 GTP hydrolysis = MgcRacGAP GTPase-activating activity inhibitors, confirmation, biochemical, ADP Hunter fluorescence; MgcRacGAP-stimulated Rac1 GTP hydrolysis, ADP Hunter fluorescence; higher % means a stronger effect; GST-tagged Rac1 F28L mutant substrate; 0.6% of 340,000 active; inhibition, % at 30 µM, or IC50 in µM where a hit was titrated;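 active means first-screen hits whose inhibition reached a set limit at any dose in the follow-up dose series; inconclusive means inhibition above the set first-screen limit but never retested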;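 further: fluorescence reports GDP produced by GAP-driven GTP hydrolysis; strong numbers were not always called active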
West Nile virus CPE = inhibition of WNV-induced cytopathic effect – cell-based, CPE readout (AID 1621) | West Nile virus-infected cells, CPE inhibition; higher % means a stronger effect | 0.02% of 290,000 active | one-dose CPE inhibition, % at 10 µM; IC50 in µM for titrated hits; in the data active means a potency from the dose series; inconclusive means CPE inhibition mostly from about 3.7% at the one dose, without a potency; inactive means the rest, 99 in 100 with CPE inhibition below about 2.2%; further: strong numbers were not always called active
NTR1 ag cell count 20 µM = second read-out of NTR1 ag, no call of its own (marks repeat the call); cell count; measured here: cell count, cytotoxicity flag
Dengue-2 NS5 capping pilot replicate = also measured in Dengue-2 NS5 capping; calls as there; inhibition, %; measured here: pilot screen replicate inhibition
An asterisk follows results filed as active; ? = inconclusive; . = not tested or not shown; [ ] = another dose, or the depositor's remark.

SMILES	RSV CPE inhibition	SV40 large T antigen	K1F lysis inhibition	NTR1 ag	NTR1 ag cell count 20 µM	Siah-1 displacement	AID2073	Dengue-2 NS5 capping	Rac1 GTP hydrolysis	West Nile virus CPE	others
COCCCNC(=S)Nc1cc2oc3ccccc3c2cc1OC	-0.4%	2%	-0.1%	1.6	71	-2%	-3%	-1%	20%	-0.3%
Cc1[nH][nH]c(=O)c1[C@@H](c1ccccc1[N+](=O)[O-])C(C#N)C#N	0.0%	28%	-0.9%[50 µM]	4.7	54	3%	14%	14%	14%	0.4%
CCNC(=O)c1c(N)sc2c1CCCCC2	-0.2%	.	.	0.9	36	4%	17%	.	.	-0.3%
COc1cc2ncnc(NCc3cccs3)c2cc1OC	-0.7%	12%	-0.7%	-1.1	25	0%	8%	-9%	9%	-0.7%
CCN(C[C@H]1N[C@@](CC)(C(=O)OC)[C@H]2C(=O)N(C)C(=O)[C@@H]12)S(=O)(=O)c1ccc(C(F)(F)F)cc1	.	.	0.2%	-1.2	66	.	.	3%	3%	.	Dengue-2 NS5 capping pilot replicate=4.8
O=C(/C=C/Nc1ccc(S(=O)(=O)Nc2ncccn2)cc1)c1ccc2ccccc2c1	0.3%	19%	0.2%	0.0	60	2%	50%	17%	14%	-0.8%
Cc1ccccc1NC1c2ccccc2C(=O)N1Cc1ccco1 (stereo unspecified)	2.1%	14%	-0.3%	-0.3	89	1%	0%	1%	8%	-0.3%
O=C(CCc1nc(-c2ccccc2F)no1)NCCN1CCN(Cc2ccccc2)CC1	-0.2%	6%	-0.2%	0.6	36	4%	-3%	-4%	9%	-0.5%
Cc1sc2nc[nH]c(=O)c2c1-c1ccc(Cl)cc1	2.8%	16%	0.7%	1.7	67	0%	11%	-7%	13%	-0.9%
Cc1nnc2ccc(-c3cccc(NC(=O)c4ccco4)c3)nn12	-0.5%	10%	0.0%	1.1	54	-2%	10%	-2%	4%	0.2%
COCCNC(=S)N1CCN(C(=O)C(=O)Nc2ccc(C(=O)OC)cc2)CC1	5.4%	17%	4.8%	2.3	66	-1%	4%	-5%	7%	-0.2%
N#C/C(=C\c1ccc[nH]1)C(=O)Nc1ccccc1Cl	?	12%	0.0%	-0.6	72	1%	?	-3%	4%	-0.6%
CC1CCN(c2ccc(/C=C(\C#N)c3nn(-c4ccccc4)c(N)c3C#N)cc2[N+](=O)[O-])CC1	4.0%	28%	2.6%	6.9	54	-4%	51%	5%	9%	-0.3%
O=C(O)CCSc1nnc(-c2cccnc2)n1-c1ccccc1	0.9%	5%	5.1%	1.0	51	-4%	-9%	-6%	7%	0.3%
Cc1ccc(S(=O)(=O)N2CCOCC2)cc1NC(=O)COC(=O)c1ccc(OCc2c(C)noc2C)cc1	0.8%	9%	5.0%	-1.4	52	1%	-1%	-4%	9%	1.0%
Cc1cc([N+](=O)[O-])cnc1Sc1nccn1C	2.3%	4%	0.0%	-0.4	86	-3%	3%	0%	1%	0.1%
CCc1nc(SCC(=O)N2CCCc3ccccc32)c2oc3ccccc3c2n1	?	1%	0.4%	9.6	84	3%	1%	-4%	6%	-0.2%
O=C(Nc1ccc(Cl)cc1Cl)c1ccc(Br)o1	14%	7%	1.6%	2.5	49	42%	-2%	.	9%	-1.1%
CCn1nc(C)c(CN2CCc3c([nH]c4ccccc34)C2C(C)(C)C)c1C (stereo unspecified)	43%	38%	0.4%	-0.4	54	-1%	24%	-1%	-2%	-1.3%
CC1=C(C(=O)OCCOC(C)C)C(c2cccnc2)C2=C(CCCC2=O)N1 (stereo unspecified)	0.5%	13%	0.2%	0.9	37	2%	8%	4%	12%	-0.1%
O=C(Nc1ccc(Cl)cc1)Nc1nc(-c2sccc2Br)cs1	-0.5%	12%	0.4%	6.4	57	1%	6%	-8%	-3%	.
CCC1(CC)NC(=O)N(CC(=O)OCC(=O)Nc2ccccc2[N+](=O)[O-])C1=O	1.0%	10%	0.3%	-0.6	66	-7%	4%	0%	3%	0.0%
Cc1ccc(C(=O)n2cnnc2N)cc1C	-0.6%	5%	-0.1%	1.1	67	-3%	6%	-3%	8%	0.0%	Dengue-2 NS5 capping pilot replicate=0.0
COc1ccc(C(=O)NCc2ncccc2C)cc1OC1CCN(C(C)=O)CC1	0.5%	2%	0.1%	-0.9	49	-5%	20%	2%	13%	-0.4%
COc1cccc(Cn2nnc(C(=O)Nc3cc(Cl)ccc3OC)c2N)c1	-1.1%	5%	7.8%	7.7	54	3%	1%	-1%	5%	-0.3%
More records.
SMILES	RSV CPE inhibition	SV40 large T antigen	K1F lysis inhibition	NTR1 ag	NTR1 ag cell count 20 µM	Siah-1 displacement	AID2073	Dengue-2 NS5 capping	Rac1 GTP hydrolysis	West Nile virus CPE	others
CCOC(=O)c1cnc(SCC(=O)Nc2ccc(N3CCOCC3)cc2)nc1N	.	4%	.	2.1	69	-2%	-14%	.	.	.
Cc1cccc(C)c1NC(=O)CNC(=O)Cc1ccc(Br)cc1	0.0%	8%	-0.6%	3.8	50	6%	-1%	-16%	-11%	0.9%
CC(=O)c1cccc(NC(=O)C(C)OC(=O)CCC2CCCCC2)c1 (stereo unspecified)	-0.5%	14%	-0.3%[50 µM]	3.3	50	.	.	1%	2%	.
Cc1sc2nc(C)n(/N=C/c3ccccc3)c(=O)c2c1C	-1.3%	-6%	0.8%	4.9	83	4%	0%	1%	5%	0.3%	Dengue-2 NS5 capping pilot replicate=0.0
COCCN(CCOC)S(=O)(=O)c1ccc(OC)cc1	1.7%	2%	0.5%	0.6	54	-3%	-4%	5%	7%	0.2%
CC(C)=CCc1cc([C@@H]2CC(=O)c3ccc(O)c(CC=C(C)C)c3O2)ccc1O	4.2%	5%	-5.5%	14	97	.	.	-3%	-1%	0.2%
COc1cccc(NC(=O)Nc2nnc(CC(=O)Nc3ccccc3)s2)c1	2.2%	-6%	1.1%	7.4	57	14%	9%	-1%	6%	0.6%
O=C(CS(=O)(=O)c1ccc2ccccc2c1)N1CCCCCC1	1.1%	19%	-0.2%	-0.5	63	6%	-5%	0%	-1%	.
COc1ccc(CN(CCNC(=O)CCCCC(=O)NCCN(Cc2ccc(OC)cc2)C(C)C)C(C)C)cc1	-0.6%	7%	0.9%	0.2	52	.	.	-2%	11%	.
N#Cc1ccccc1/C=C/C(=O)N1CCOCC1	-0.6%	.	1.4%	0.8	48	1%	-2%	-9%	7%	0.5%
N/C(=N\OC(=O)COc1ccc(Br)cc1Cl)c1ccncc1	-0.3%	13%	1.8%	.	.	1%	2%	-2%	-2%	-1.5%
CC(OC(=O)c1ccco1)C(=O)NCc1cccs1 (stereo unspecified)	3.6%	3%	3.1%	3.3	60	1%	38%	-3%	-4%	0.5%
CN(c1ccccc1)S(=O)(=O)c1cccc(NS(=O)(=O)c2cccc(C(=O)O)c2)c1	1.1%	.	0.3%[50 µM]	-0.4	64	.	.	-11%	1%	.
O=C(CCn1c(=S)oc2ccccc21)NC1CCCCCC1	0.8%	7%	0.1%	3.5	64	-2%	4%	-10%	-7%	0.0%
O=C(c1cc(-c2cccnc2)nc2ccc(Cl)cc12)N1CCN(S(=O)(=O)c2cccs2)CC1	1.4%	7%	0.5%[50 µM]	3.2	51	-1%	23%	5%	6%	0.7%
CCOc1ccc(NC(=O)CCC(=O)NNC(=O)Nc2ccc(Cl)cc2)cc1	0.5%	25%	.	-0.9	25	-1%	1%	.	.	-0.2%
O=c1c2c3c(sc2n2cnnc2n1-c1ccccc1)N(Cc1ccccc1)CCC3	1.2%	25%	.	2.6	79	2%	11%	.	.	-0.1%
NCCNC[C@@H]1COC2(CCCCCCCCCCC2)O1	.	15%	.	5.3	52	0%	-2%	.	.	0.0%
COC(=O)c1sccc1NC(=O)Cc1ccc(OC)c(OC)c1	7.4%	10%	5.7%	-0.1	45	-5%	0%	-2%	5%	-1.6%
COc1ccc(-c2c(-c3cc(OC)cc(OC)c3)n(C)c3ccc(-c4ccc(SC)cc4)cc23)cc1	-0.1%	.	0.1%	0.1	50	.	.	-9%	5%	.
O=C(CCNS(=O)(=O)c1ccccc1)Nc1ccccc1	0.6%	7%	-0.1%	1.1	40	1%	-1%	-5%	10%	0.7%	Dengue-2 NS5 capping pilot replicate=-6.4
COc1cccc(NC(=O)CNS(=O)(=O)c2ccc(Cl)cc2)c1	-0.1%	1%	1.4%[50 µM]	0.1	74	6%	0%	0%	10%	0.0%
CCOc1ccc(/C(O)=C2/C(=O)C(=O)N(CCOCCO)C2c2cccnc2)cc1 (stereo unspecified)	2.3%	-4%	0.5%	-0.2	43	3%	7%	4%	14%	0.4%
CCOC(=O)C1CCN(C(=O)Nc2ccc3nc(C)c(C)nc3c2)CC1	2.3%	9%	-0.1%	-1.2	49	5%	36%	-3%	12%	0.1%
O=C(NCCCN1CCOCC1)c1c(O)c2cc(Br)cc(Br)c2[nH]c1=O	-0.3%	.	0.1%	-2.5	66	11%	4%	-6%	3%	.
Other structures
SMILES	RSV CPE inhibition	SV40 large T antigen	K1F lysis inhibition	NTR1 ag	NTR1 ag cell count 20 µM	Siah-1 displacement	AID2073	Dengue-2 NS5 capping	Rac1 GTP hydrolysis	West Nile virus CPE	others
Nc1c(-c2ccccc2)cnn1-c1cccc(Cl)c1	?	6%	-0.1%	0.2	69	-1%	2%	5%	6%	-0.3%
CCn1cc(S(=O)(=O)NCCc2ccc(OC)c(OC)c2)cn1	1.2%	10%	-0.2%[50 µM]	-0.5	74	2%	5%	-6%	-6%	-0.1%
CCNc1nc(Oc2ccc(OC)cc2)cc(C(F)(F)F)n1	4.7%	19%	-0.2%	4.5	36	0%	-11%	-3%	1%	-0.8%
Cc1ccc(S(=O)(=O)N2CCOCC2)cc1C(=O)Nc1ccccc1N1CCOCC1	-1.0%	.	-0.2%[50 µM]	-0.2	64	.	.	7%	-2%	.
Cc1nn2cc(-c3ccc(Cl)cc3)nc2s1	19%	4%	0.0%	2.1	88	3%	7%	-7%	-6%	-0.4%
COc1cccc(CNS(=O)(=O)c2ccc3c(c2)N(C(C)=O)CCS3)c1	8.5%	11%	0.1%	1.2	60	2%	14%	-4%	-1%	-0.9%
Cc1ccc(CS(=O)(=O)CCC(=O)NCCN2CCCCC2C)cc1 (stereo unspecified)	0.9%	-1%	1.1%	1.6	42	-4%	-4%	2%	14%	-0.3%
CCOC(=O)c1sc(-c2ccccc2)cc1N	4.8%	0%	0.7%	-0.7	83	-1%	0%	-5%	8%	0.8%
O=C(Cc1ccccc1)NNC(=O)Nc1ccccc1	1.7%	-5%	4.0%	1.1	52	1%	-2%	2%	-4%	0.1%
Cc1cc(C)n2cc(CSc3ncccc3C(=O)O)nc2n1	-0.7%	4%	0.1%	0.4	61	0%	12%	1%	0%	1.2%
O=C(O)/C=C/C(=O)N1CCN(C(=O)/C=C/C(=O)O)CC1	1.2%	9%	1.2%[50 µM]	-0.8	51	5%	-3%	-11%	3%	0.1%

Screening results deposited in PubChem by several laboratories.
